Screens (PubChem)
hcGAS lum: Primary biochemical luminescence assay for human cyclic GMP-AMP synthase inhibitors; inhibition, % at 12.5 µM; recombinant h-cGAS, ATP depletion, Kinase-Glo luminescence; AID 1259398, 2018; actives 0.081% (n = 290,000); Q8N884;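 further: 0% = vehicle reaction and 100% = reaction without DNA for no activity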
Target sequence (Q8N884 whole entry, looked up): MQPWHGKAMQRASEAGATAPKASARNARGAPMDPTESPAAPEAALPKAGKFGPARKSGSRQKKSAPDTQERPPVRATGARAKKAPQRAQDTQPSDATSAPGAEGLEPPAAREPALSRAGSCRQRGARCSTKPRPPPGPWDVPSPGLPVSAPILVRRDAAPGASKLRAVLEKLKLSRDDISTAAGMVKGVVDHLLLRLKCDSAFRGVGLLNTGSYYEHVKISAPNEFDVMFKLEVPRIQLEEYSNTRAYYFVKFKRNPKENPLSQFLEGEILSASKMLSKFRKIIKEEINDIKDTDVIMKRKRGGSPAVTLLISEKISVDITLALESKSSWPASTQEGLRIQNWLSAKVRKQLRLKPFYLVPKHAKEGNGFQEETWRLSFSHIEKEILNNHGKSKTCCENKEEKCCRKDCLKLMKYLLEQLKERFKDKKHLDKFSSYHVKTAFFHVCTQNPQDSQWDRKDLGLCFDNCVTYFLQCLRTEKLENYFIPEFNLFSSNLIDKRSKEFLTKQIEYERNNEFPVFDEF
mcGAS lum: cyclic GMP-AMP synthase inhibitors, mouse, primary biochemical chemiluminescence; recombinant cGAS, Kinase-Glo ATP depletion luminescence; AID 1259399, 2018; actives 0.15% (n = 160,000); inhibition, % at 12.5 µM; Q8C6L5;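 further: 0% = negative control wells and 100% = reference inhibitor with no enzyme activity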
NPYLR7 ag: agonists of mosquito NPYLR7 receptor, primary screen, cell-based, Aedes aegypti, calcium fluorescence, mosquito biting behavior; Aedes aegypti neuropeptide Y-like receptor 7 (NPYLR7); HEK293T NPYLR7/Galpha15, GCaMP6s calcium fluorescence; activation, % at 10 µM; actives 0.15% (n = 270,000); in the data active means activation above about 40%;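 further: 0% = vehicle and 100% = reference agonist at the receptor; some compounds past the cut are filed as inactive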
An asterisk follows results filed as active; x = no result given; & = joins results of further samples. Unless noted, no stated cut-off is given here; in the data, active means inhibition above about 40%; inactive means the rest.

SMILES | hcGAS lum | mcGAS lum | NPYLR7 ag
O=C(c1n[nH]c(=O)c2ccccc12)N1CC=C(c2ccccc2)CC1 | -7 | -7 | 7
O=C(c1csc2nc(-c3ccccc3)cn12)N1CCCCC1CCn1cccn1 (stereo not given) | -6 | x | 17
O=C(c1cc2ccccc2oc1=O)N1CCOC(CC2CCCCC2)C1 (stereo not given) | -2 | x | 17
COCCN(Cc1nccs1)C(=O)c1cn(-c2ccccc2)nn1 | 3 | x | -6
O=C1N(Cc2ccccc2)C(=O)C2(CCN(C3CCSC3)CC2)N1CCc1ccccc1 (stereo not given) | -6 | x | 0
CC(C)(C)n1ncc2c(=O)n(NC(=O)Cc3ccc(F)cc3)cnc21 | -4 | x | 8
O=C(NCCNC1CCC2(CCNCC2)CC1)c1ccncc1 | -5 | -22 | 0
Cc1cc(C(=O)NCc2cccc(N3CCOC3=O)c2)ccc1F | -11 | x | 8
Cc1c(C(=O)N2CCC2(C)C(=O)O)oc2ccccc12 (stereo not given) | -15 | x | 0
COc1ccc(OC)c(-c2nc(CN3CCCC3c3nonc3C)c(C)o2)c1 (stereo not given) | -3 | x | -3
COCc1cc(N2CCOCC2)n2nccc2n1 | 1 | x | 1
CCOC(=NCCCOC)NC(=O)c1ccco1 | -8 | -5 | -2
O=C(COc1ccccc1)Nc1nnc(Cc2ccc(Cl)s2)o1 | 14 | x | -7
COc1ccc(CC2CN(Cc3cccc(C(C)=O)c3)CCO2)cc1 (stereo not given) | -2 | x | 0
CCc1nncn1CCNC(=O)N1CCCC(C)CC1 (stereo not given) | -6 | x | 0
CCCCN1CCN(C(=O)c2cn(C)cc3c(=O)n(-c4ccccc4)nc2-3)CC1 | -4 | -8 | -3
COc1cc(CC(=O)N2C[C@H]3CC=C(C)C[C@H]3C2)cc(OC)c1OC | -3 | -9 | -3
C=CCNC(=O)NC(=O)COC(=O)C=CC=CC | 0 | x | -3
Cc1cc(-c2csc(NC3CC3)n2)c(C)n1C1CCS(=O)(=O)C1 (stereo not given) | -7 | -5 | 0
COc1ccc(CCN(C)c2nc(SCc3ccc(C(=O)NCc4ccco4)cc3)nc(C)c2C)cc1OC | 0 | -8 | 17
CC(C)CN(CC(=O)N(Cc1ccc2c(c1)OCO2)Cc1cccs1)C(=O)Nc1cccc(C(F)(F)F)c1 | -8 | -7 | -2
Cc1nc(NCCCN2CCOCC2)nc2c1C(=O)CC(C)C2 (stereo not given) | -2 | -5 | x
c1ccc(CC2CCCN2Cc2coc(-c3ccccc3)n2)cc1 (stereo not given) | -8 | -12 | 8
COCOc1cccc(CN2CCC2(C)C(=O)Nc2ccccc2Br)c1 (stereo not given) | -13 | x | 6
O=c1[nH]c2nc3ccccc3n2c(O)c1Cc1ccccc1 | -4 | x | 0

Continuation.
SMILES | hcGAS lum | mcGAS lum | NPYLR7 ag
COc1cccc(-n2nc(C(=O)N3CCCC3)c(=O)n(Cc3ccccc3)c2=O)c1 | 2 | 1 | -6
CCc1ccc(C(=O)N(CC(=O)N(Cc2ccccc2)Cc2ccco2)CC(C)C)cc1 | -6 | -5 | -9
O=C(O)C1Sc2c(sc(=O)n2-c2ccccc2)C2c3ccccc3OC(=O)C12 (stereo not given) | -4 | x | 5
CC(C)N(C(=O)Cn1cc(SCC(=O)Nc2ccc3c(c2)OCCO3)c2ccccc21)C(C)C | -3 | -6 | -8
CN1C(=O)NC(c2ccccc2C(F)(F)F)C2=C1CN(CC(=O)N1CCN(c3ccccn3)CC1)C2=O (stereo not given) | 0 | 1 | 0
O=C(NCc1cnn2ccccc12)c1ccccc1Cl | -4 | -15 | -4
c1ccc2oc(CN3CCC(c4nc5ccccc5s4)CC3)nc2c1 | -9 | x | 0
COCCN(Cc1nc(C(=O)N2CCN(C/C=C/c3ccccc3)CC2)cs1)C(=O)Nc1c(C)cccc1C | -8 | -5 | 18
Cc1c(C(=O)NCCc2ccc(F)cc2)cnc2c(-c3ccc(C(C)C)cc3)cnn12 | -17 | -9 | 12
N#CCn1cnc2c(-c3cccc(Cl)c3)csc2c1=O | -4 | -10 | 3
CC(=O)N1CCCN(c2nnc(C)c3c(C)n(-c4ccccc4)nc23)CC1 | 4 | x | -4
COc1cc(C(C)NC(=O)C2CNC(=O)N2)ccc1OC1CCCC1 (stereo not given) | -8 | -16 | 20
CCO[C@H]1COC[C@@H]1NC(=O)Cn1cc(Cl)c(C)n1 | 0 | x | 12
CN(Cc1nc(C2CC2)n[nH]1)C1CCS(=O)(=O)C1 (stereo not given) | -13 | -5 | x
CN1CCCc2cc(C(CN)N3CCCCC3)ccc21 (stereo not given) | -10 | x | 5
CCOc1ccc(NC(=O)CCC(=O)N2CCc3ccccc3C2)cc1 | 0 | -2 | -7
CN1c2ccccc2C(=O)NC1c1csc(-c2ccc(C(F)(F)F)cc2)n1 (stereo not given) | -7 | x | 6
CCNC(=S)N(CCN1CCOCC1)Cc1c(-c2ccccc2)noc1N(C)C(C)C | -1 | -5 | x
Cc1nn(-c2ccc(F)cc2)c2nc(CCC(C)C)nc(N3CCN(C(=O)COc4ccccc4)CC3)c12 | -3 | -10 | -6
COc1cc(CN2CCC(CCC(=O)NCc3ccc(F)cc3)CC2)cc2c1OCO2 | -7 | -10 | 0
Cc1ccc(CN(Cc2ccc(C(O)(c3cccs3)c3cccs3)o2)C(C)C)s1 | -5 | -4 | 14
CC1CN(C(=O)c2cc3ccoc3n2C(C)c2ccccc2)CCN1C(=O)c1ccc(F)cc1 (stereo not given) | -3 | -5 | x
COC(C)(C)CC(C)NCCc1nc2c(C)c(C)ccc2[nH]1 (stereo not given) | -9 | -11 | 4
FC(F)(F)c1cc(-c2cccs2)nc(-n2cc(Cl)cn2)n1 | -2 | x | 5
C=CCn1c(=O)c(C(=O)Nc2ncccc2C)c(O)c2ccccc21 | -6 | -5 | 3

Next section
SMILES | hcGAS lum | mcGAS lum | NPYLR7 ag
O=C1C(Nc2ccc(Br)cc2)=C(N2CCCCC2)C(=O)c2ccccc21 | -8 | x | -2
C#Cc1cccc(N(CC(=O)NC)C(=O)CCCn2ccnc2C)c1 | -8 | x | 0
Cc1cc(F)ccc1NC(=O)CCC1CCCN(C(=O)Cc2ccsc2)C1 (stereo not given) | -9 | x | 8
CCOC(=O)c1ccc(N=c2oc3ccc4ccccc4c3cc2C(N)=O)cc1 | -2 | -6 | -3
COCCOC1CCN(C(=O)c2sc(C)nc2C)CC1 | 0 | 0 | x
NC(=O)c1nc(-c2cccs2)nc2c1[nH]c(=O)n2-c1ccc2c(c1)OCO2 | -5 | -7 | -5
CCc1nc2c(OCCOC)cccn2c1N(C)C(=O)COc1ccccc1 | 1 | -2 | -18
Cc1nn(C)c(Cl)c1C1CCCN1C(C)c1nc(C2CC2)no1 (stereo not given) | -10 | x | 0
O=C(NCCc1ccco1)c1cccc(Cl)c1Cl | -2 | x | -1
CCOC(=O)c1cc(-c2ccc(N3CCN(C(=O)c4cc(C)nn4C)CC3)cc2)n(-c2ccc(OC)cc2)n1 | -6 | -6 | 3
CCN(CC)C(=O)Oc1ccc2c(ccn2Cc2cc(C(F)(F)F)ccc2C(F)(F)F)c1-c1cc(F)cc(F)c1 | -8 | -7 | 26
c1csc(COc2ccc3c(C4CC4)noc3n2)c1 | -10 | -8 | 3
CCCCCCCCCCCCCCC(C(=O)O)C(O)(CC(=O)OC)C(=O)O (stereo not given) | -2 | x | -11
COc1ccc(C(C)n2ccc3c(cnc4ncnn43)c2=O)cc1 (stereo not given) | -6 | x | 3
O=C(NCCc1csc(N2CCCC2)n1)N1CCC2CCCCC21 (stereo not given) | -2 | x | -1
N#CCN1CCC(CNc2ncc(C#N)cc2Cl)CC1 | -10 | x | 5
CO[C@H]1C(=O)N(C)C2(CCN(S(=O)(=O)c3cccs3)CC2)[C@@H]1C(=O)N(C)c1ccccc1 | 2 | -8 | 21
OCc1ccc(-c2nccn2Cc2cn3c(n2)SCC3)o1 | -2 | x | -3
O=C(c1cc(-c2ccccc2F)nc2cc(-c3ccccc3)nn12)N(CCc1ccccc1)Cc1ccccc1 | -2 | -9 | 26
C=CCN1CC(OC(=O)NCc2ccc(F)cc2)CN(C(=O)c2ccccc2)CC1=O (stereo not given) | -9 | -7 | 6
CCc1nc2ccc(C(=O)Nc3cccc(NS(C)(=O)=O)c3)cn2c1N(C)CCCc1ccccc1 | -7 | -4 | 20
COc1cn(CC(=O)Nc2ccccc2)c(CSc2ccc(C)cc2)cc1=O | -7 | -10 | -6
CSc1ccc(C2SCC(=O)N2c2ccccc2F)cc1 (stereo not given) | -6 | x | -4
Cc1ccc(P(=Nc2ccccc2Br)(N2CCCC2)N2CCCC2)o1 | -5&-9 | x | 11
CN(Cc1ccc(C(N)=O)cc1)Cc1cc(C(C)(C)C)cc(O)c1O | -4 | x | 7

Next structures follow:
SMILES | hcGAS lum | mcGAS lum | NPYLR7 ag
Cc1ccc(OCC(=O)N2CCC3(CC2)C(=O)N(C)c2ccccc23)cc1 | -4 | -12 | -6
COCCNC(=O)Cn1c(CO)c[nH]c1=S | -11 | x | -5
COc1ccc(S(=O)(=O)N2CCN(c3nc4ccccc4nc3-c3ccccc3)CC2)cc1 | -6 | -6 | 4
COc1ccc(C(C)Nc2ccc(C#N)cn2)cc1F (stereo not given) | -4 | -6 | -3
O=C(c1ccc2nc[nH]c2c1)N1CCCC(C/C=C/c2ccccc2)(C(=O)O)C1 (stereo not given) | -3 | 1 | -4
Cc1cc2nc(CN3CCOC(Cc4ccccc4)C3)cc(=O)n2[nH]1 (stereo not given) | -5 | -13 | x
CCOC(=O)c1c(NC(=O)C(OC(C)=O)c2ccccc2)c(-c2cccc(F)c2)cn1C (stereo not given) | -7 | -6 | 4
COc1ccc(NC(=O)N(Cc2cccn2Cc2ccccc2Cl)C2CCCCC2)cc1 | -9 | -6 | 13
Cc1ccc(C(=O)CSc2nnnn2C)s1 | 7 | x | 4
CC(C)Cc1c(O)nc(SCC(=O)NC(C)(C)C)[nH]c1=O | -8 | -5 | 18
COc1ccc(NC(=O)N(CC(=O)N2c3ccccc3-n3cccc3C2c2ccc(Cl)cc2)C2CC2)cc1 (stereo not given) | -5 | -4 | -5
Cc1ncc2c(c1CNC(=O)/C=C/c1cccs1)CCN(C(=O)c1ccc(F)cc1)C2 | 1 | 1 | 18
Cc1cccc2sc(N(Cc3ccccc3)C(=O)c3ccno3)nc12 | -9 | -7 | -6
COc1ccc(CCNC(=O)c2ccc3c(c2)CCN3C(C)=O)cc1 | -5 | -6 | 8
CC(=O)NC1(C(=O)OCc2cn3c(C)cc(C)nc3n2)CCC(C)CC1 (stereo not given) | 1 | x | -3
CCOc1ccc(S(=O)(=O)Nc2ccc(C(=O)NC(C)CC)cc2)cc1 (stereo not given) | 1 | -9 | 0
COc1c(C2CCCN2C2CC(C)OC2=O)c(C)nn1C (stereo not given) | -4 | x | 9

Of the compounds above, 16 have an aryl methoxy group:
SMILES | hcGAS lum | mcGAS lum | NPYLR7 ag
COc1ccc(OC)c(-c2nc(CN3CCCC3c3nonc3C)c(C)o2)c1 (stereo not given) | -3 | x | -3
COc1ccc(CC2CN(Cc3cccc(C(C)=O)c3)CCO2)cc1 (stereo not given) | -2 | x | 0
COc1cc(CC(=O)N2C[C@H]3CC=C(C)C[C@H]3C2)cc(OC)c1OC | -3 | -9 | -3
COc1ccc(CCN(C)c2nc(SCc3ccc(C(=O)NCc4ccco4)cc3)nc(C)c2C)cc1OC | 0 | -8 | 17
COc1cccc(-n2nc(C(=O)N3CCCC3)c(=O)n(Cc3ccccc3)c2=O)c1 | 2 | 1 | -6
COc1cc(C(C)NC(=O)C2CNC(=O)N2)ccc1OC1CCCC1 (stereo not given) | -8 | -16 | 20
COc1cc(CN2CCC(CCC(=O)NCc3ccc(F)cc3)CC2)cc2c1OCO2 | -7 | -10 | 0
CCOC(=O)c1cc(-c2ccc(N3CCN(C(=O)c4cc(C)nn4C)CC3)cc2)n(-c2ccc(OC)cc2)n1 | -6 | -6 | 3
COc1ccc(C(C)n2ccc3c(cnc4ncnn43)c2=O)cc1 (stereo not given) | -6 | x | 3
COc1cn(CC(=O)Nc2ccccc2)c(CSc2ccc(C)cc2)cc1=O | -7 | -10 | -6
COc1ccc(S(=O)(=O)N2CCN(c3nc4ccccc4nc3-c3ccccc3)CC2)cc1 | -6 | -6 | 4
COc1ccc(C(C)Nc2ccc(C#N)cn2)cc1F (stereo not given) | -4 | -6 | -3
COc1ccc(NC(=O)N(Cc2cccn2Cc2ccccc2Cl)C2CCCCC2)cc1 | -9 | -6 | 13
COc1ccc(NC(=O)N(CC(=O)N2c3ccccc3-n3cccc3C2c2ccc(Cl)cc2)C2CC2)cc1 (stereo not given) | -5 | -4 | -5
COc1ccc(CCNC(=O)c2ccc3c(c2)CCN3C(C)=O)cc1 | -5 | -6 | 8
COc1c(C2CCCN2C2CC(C)OC2=O)c(C)nn1C (stereo not given) | -4 | x | 9

3 neighbouring entries out of the list so far, for reference:
SMILES | hcGAS lum | mcGAS lum | NPYLR7 ag
Cc1ccc(OCC(=O)N2CCC3(CC2)C(=O)N(C)c2ccccc23)cc1 | -4 | -12 | -6
COCCNC(=O)Cn1c(CO)c[nH]c1=S | -11 | x | -5
COc1ccc(S(=O)(=O)N2CCN(c3nc4ccccc4nc3-c3ccccc3)CC2)cc1 | -6 | -6 | 4
